Source: PubChem (Broad Institute)
EWS-Fli inh: EWS/Fli-driven NR0B1 reporter inhibitors, primary screen, A673 cells, NR0B1 luciferase, luminescence, MLPCN library. viability-normalised. inhibition, % at 12.6 µM. 0.67% of 350,000 active;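 active means mean inhibition of at least 50% after viability correction, with every replicate also passing that limit; inconclusive means mean reaches 50% but only one of two replicates passes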;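 further: firefly luciferase signal divided by Alamar Blue viability fluorescence both relative to DMSO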
PAX8 inh HTS: inhibitors of PAX8-driven TPO luciferase reporter, primary screen, RMG-I cells, single concentration. inhibition, % at 12.6 µM. AID 652154, 2013. 1.2% of 360,000 active. SteadyGlo, 24 h;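 active means mean replicate inhibition at least 60% with every replicate also reaching 60%; inconclusive means only one of the two criteria is met; inactive means mean below 60% and not all replicates reaching 60%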;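 further: luciferase light reporting Pax8 driven TPO promoter activity; plate controls were median of neutral control wells for no effect and mitoxantrone controls for full effect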
Casp6 inh: human caspase-6 inhibitors, primary screen, biochemical, VEID-R110 fluorescence, single point, set 2; inhibition, % at 12.5 µM; 0.53% of 350,000 active; AID 686996, 2013; P55212; purified caspase-6, Z-VEID-R110 cleavage fluorescence;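 active means mean inhibition across replicates at least about 35%, with every replicate also reaching that limit, limit read from the data; inconclusive means only one of the two criteria met; inactive means neither criterion met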;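 further: 0% = median of neutral control wells and 100% = no fluorescence left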
Target sequence (P55212 24-179 limits assumed): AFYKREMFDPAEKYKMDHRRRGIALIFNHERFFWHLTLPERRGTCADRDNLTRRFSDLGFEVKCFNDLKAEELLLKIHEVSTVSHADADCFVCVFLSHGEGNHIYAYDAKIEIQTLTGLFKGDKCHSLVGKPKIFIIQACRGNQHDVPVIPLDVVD
Target sequence (P55212 194-293 limits assumed): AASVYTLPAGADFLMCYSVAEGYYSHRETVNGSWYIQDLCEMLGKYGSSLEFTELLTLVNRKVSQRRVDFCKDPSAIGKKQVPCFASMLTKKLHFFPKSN
DENV2 CPE: inhibitors of DENV2 cytopathic effect, primary screen, cell-based, plate reader, single concentration; DENV2-infected cells, cytopathic effect rescue; CPE inhibition, % at 9.99 µM; 1.7% of 350,000 active; in the data active means CPE inhibition above about 20%, passing the limit was not always enough; inconclusive means no clear call, values can overlap the other calls; tested in BHK-21 cells;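 further: 0% = median of neutral control wells and 100% = median of positive control wells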
LGR2 antag: inhibitors of bursicon-induced LGR2 CRE-luciferase signal, primary screen, cell-based, HEK293, CRE-luciferase reporter, bursicon stimulation; AID 720647, 2013; inhibition, % at 9.99 µM; Drosophila bursicon receptor LGR2 (rickets); 0.35% of 380,000 active; bursicon-stimulated, 4 h;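 active means drop in luminescence signal, shown as inhibition above about 50% in the replicate tests, limit read from the data, passing the limit was not always enough; inconclusive means probably only some replicates passing the limit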;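 further: agonist challenge used bursicon conditioned medium at about half maximal strength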
SIRT5 inh: SIRT5 desuccinylase inhibitors, primary screen, biochemical, fluorescence imaging, single point, set 5; inhibition, % at 15 µM; NAD-dependent protein deacylase sirtuin-5, mitochondrial (Homo sapiens), Q9NXA8; 1.1% of 330,000 active; Purified SirT5, succinyl-peptide AMC, trypsin-coupled fluorescence; in the data active means inhibition above about 15%; inconclusive means no clear call, values can overlap the other calls
Target sequence (Q9NXA8 whole entry, looked up): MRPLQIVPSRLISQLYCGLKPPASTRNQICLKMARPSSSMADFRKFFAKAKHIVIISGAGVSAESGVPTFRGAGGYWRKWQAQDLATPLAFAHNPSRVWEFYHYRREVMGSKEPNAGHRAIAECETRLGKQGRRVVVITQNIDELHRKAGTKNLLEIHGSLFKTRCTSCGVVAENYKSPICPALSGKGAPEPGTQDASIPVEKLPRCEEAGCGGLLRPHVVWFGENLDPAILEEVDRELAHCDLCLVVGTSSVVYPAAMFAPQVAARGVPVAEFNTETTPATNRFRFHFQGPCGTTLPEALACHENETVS
ARNT TACC3 PPI: disruptors of ARNT/TACC3 protein interaction, primary screen, biochemical, AlphaScreen, single concentration. 0.66% of 390,000 active. inhibition, % at 9.99 µM. AlphaScreen His-ARNT PAS-B/GST-TACC3 binding, luminescence; TACC3 fragment carries E629A point mutation. Transforming acidic coiled-coil-containing protein 3 (Homo sapiens), Q9Y6A5;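 active means mean inhibition of replicates at least 50% and at least half of replicates each reaching 50%; inconclusive means half or more replicates reach 50% but mean below 50%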;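 further: 0% = complete ARNT plus TACC3 wells and 100% = ARNT alone without TACC3; many hits fall short of the cut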
The depositor's hits bear a star; ? = inconclusive; nt = no result given.

Sample of the layout:
SMILES | EWS-Fli inh | PAX8 inh HTS | Casp6 inh | DENV2 CPE | LGR2 antag | SIRT5 inh | ARNT TACC3 PPI
Cn1c2ccccc2c2cc(/C=C(\NC(=O)c3ccccc3)C(=O)O)ccc21 | 0 | 2 | 5 | nt | 0 | 2 | 12
COc1ccc(C(=O)Nc2nnc(S(=O)(=O)N3CCC(C)CC3)s2)cc1OC | 5 | -24 | nt | 10 | 16 | -4 | -3
O=C(c1ccc(CSc2nc3ccncc3[nH]2)cc1)N1CCN(c2cccc(Cl)c2)CC1 | 18 | 14 | 5 | ? | 65* | -3 | 9
Cc1cc(C)n(Cc2ccc(Cl)nc2)n1 | 1 | 4 | 3 | 14 | -8 | -3 | -1

Results (from the top)
SMILES | EWS-Fli inh | PAX8 inh HTS | Casp6 inh | DENV2 CPE | LGR2 antag | SIRT5 inh | ARNT TACC3 PPI
Cn1c2ccccc2c2cc(/C=C(\NC(=O)c3ccccc3)C(=O)O)ccc21 | 0 | 2 | 5 | nt | 0 | 2 | 12
COc1ccc(C(=O)Nc2nnc(S(=O)(=O)N3CCC(C)CC3)s2)cc1OC | 5 | -24 | nt | 10 | 16 | -4 | -3
O=C(c1ccc(CSc2nc3ccncc3[nH]2)cc1)N1CCN(c2cccc(Cl)c2)CC1 | 18 | 14 | 5 | ? | 65* | -3 | 9
Cc1cc(C)n(Cc2ccc(Cl)nc2)n1 | 1 | 4 | 3 | 14 | -8 | -3 | -1
CC(=O)N1[C@@H]2c3cccc(=O)n3C[C@H]1[C@H](CO)[C@H]2C(=O)NCC1CCCCC1 | -4 | -4 | -2 | -14 | 6 | 4 | -4
O=c1c2sc(-c3ccccc3)cc2nc2n1CCCCC2 | -37 | -203 | 4 | 6 | nt | -2 | -4
O=C(C[C@H]1C[C@H]2c3cc(NC(=O)CC4CC4)ccc3O[C@H]2[C@H](CO)O1)NCC(F)(F)F | -1 | -14 | -1 | 5 | -11 | 0 | 5
C[C@@H]1CN([C@@H](C)CO)C(=O)c2cccc(NS(C)(=O)=O)c2O[C@H]1CN(C)C(=O)Nc1ccc(C(F)(F)F)cc1 | -2 | -1 | 0 | 79* | 5 | 1 | -7
Cc1ccccc1-c1ccc(C(=O)NCc2ccccc2)o1 | -18 | -74 | 4 | -10 | -49 | -4 | -1
O=C(NCC1CCCCC1)[C@H]1[C@H](CO)[C@H]2Cn3c(ccc(C4=CCCCC4)c3=O)[C@@H]1N2 | 4 | nt | -1 | -4 | -10 | -24 | 2
COc1cccc(NC(=O)C(C)N2C(=O)c3ccccc3S2(=O)=O)c1 (centres undefined) | 8 | -5 | -1 | 3 | -12 | -1 | -1
COCc1cc(C)nc(OCC(=O)N/N=C/c2ccc(-c3cc([N+](=O)[O-])ccc3Cl)o2)c1C#N | 8 | 0 | -3 | 3 | 18 | nt | 0
CC(=O)N(C)C[C@H]1Oc2ncc(/C=C/c3ccccc3)cc2C(=O)N([C@H](C)CO)C[C@H]1C | -9 | nt | 1 | 8 | -3 | -14 | -6
COc1ccccc1CN1CCNC(=O)C1CC(=O)N(C)Cc1cnccn1 (centres undefined) | 1 | -1 | 2 | -7 | 14 | -4 | -14
C[C@H](CO)N1C[C@H](C)[C@H](CN(C)C(=O)Nc2cccc3ccccc23)OCc2cn(nn2)CCCC1=O | 5 | 5 | nt | nt | -8 | nt | nt
O=C(NC1CCCC1)c1cc(-c2ccc(Cl)cc2)on1 | -97 | -207 | 1 | 1 | -32 | 1 | -6
Cc1ccc(S(=O)(=O)Nc2ccc3c(c2)CC(=O)N([C@@H](C)CO)C[C@H](C)[C@H](CN(C)CC2CCCCC2)O3)cc1 | -2 | nt | 6 | 14 | 7 | 16* | 4
COCCn1nnnc1SCC(=O)Nc1ccc2c(c1)OCO2 | 13 | -12 | 3 | nt | -6 | -2 | -3
O=C(Nc1ccc(Br)cc1Cl)c1cnccn1 | -34 | nt | 15 | 0 | -43 | 2 | -16
CCOCCCNC(=O)C(c1ccc(C)cc1)N(Cc1cccs1)C(=O)CNC(C)=O (centres undefined) | -3 | 6 | -3 | 2 | 3 | 1 | nt
Cc1ccc(NC(=O)CN2CCC(NC(=O)Cc3ccccc3)CC2)c(C)c1 | 1 | 10 | -1 | nt | 1 | -4 | 7
C[C@H](CO)N1C[C@H](C)[C@H](CN(C)Cc2ccc(C(F)(F)F)cc2)Oc2ccc(NC(=O)CCN3CCOCC3)cc2CC1=O | 6 | 20 | -2 | -8 | 7 | -3 | -1
Cc1noc(C)c1NC(=O)Nc1cccc2c1O[C@H](CN(C)Cc1ccccc1)[C@@H](C)CN([C@H](C)CO)C2=O | -4 | 25 | -2 | 0 | -10 | 0 | 6
CCNC(=O)C[C@@H]1CC[C@@H]2[C@H](COc3ccc(NC(=O)Nc4ccccc4C)cc3C(=O)N2C)O1 | -4 | 8 | -3 | 7 | -5 | -3 | 4
CCCN(CC(=O)Nc1ccc(C(N)=O)cc1)CC(=O)Nc1ccccc1C | 12 | 5 | -5 | 8 | 12 | -2 | -3
C[C@@H]1CN([C@@H](C)CO)C(=O)c2cccc(NC(=O)Nc3ccc(F)cc3)c2O[C@@H]1CN(C)CC1CC1 | -2 | -8 | 1 | 13 | -9 | -2 | 20
O=C(C1CCC1)N1C[C@H]2[C@@H](c3ccccc31)[C@H](CO)N2C(=O)c1ccccc1 | 1 | 0 | 0 | 4 | -21 | 0 | 1
Cc1ccc(S(=O)(=O)N(CC(=O)Nc2cc(C)ccc2C)C(=O)N2CCN(C)CC2)cc1 | -1 | 2 | -1 | -3 | -12 | -1 | -5
O=C(c1ccccn1)N1C[C@@H]2[C@H](c3ccccc31)[C@H](CO)N2C(=O)c1ccccn1 | -3 | -3 | nt | nt | -6 | nt | 15
C[C@H](CO)N1C[C@H](C)[C@H](CN(C)Cc2ccncc2)Oc2ccc(NS(=O)(=O)c3ccc(Cl)cc3)cc2C1=O | 4 | 0 | -2 | 2 | 4 | nt | nt
COc1cc(C2CC(=O)N(CC(=O)NCC3CCCO3)c3ccccc3S2)cc(OC)c1OC (centres undefined) | 0 | 15 | 2 | 7 | -4 | -2 | -3
O=C(NC1CCCc2ccccc21)c1cccc(F)c1 (centres undefined) | 14 | 24 | -3 | -3 | 4 | -2 | -2
Cc1ccc(NC(=S)Nc2ccc(F)cc2)cc1 | -18 | -5 | -1 | 5 | -70 | -3 | -1
Cc1cc(C(=O)Nc2ccccc2N2CCCCC2)no1 | 8 | -6 | 2 | -2 | 14 | -2 | -6
O=C(CN(Cc1ccccc1)C1=NCCS1)c1ccc(Cl)cc1 | 9 | 33 | -1 | -6 | 0 | -2 | nt
O=C(c1nc[nH]c1C(=O)N1CCc2ccccc2C1)N1CCc2ccccc2C1 | -9 | -3 | 3 | ? | 3 | nt | -1
CCc1ccc(-c2cc(C)no2)cc1S(=O)(=O)N1CCN(c2ccccc2OC)CC1 | 18 | 20 | -1 | -11 | 27 | -4 | 30
CC(C)Cc1ccc(/C=C/C(=O)NC2CC2)cc1 | -103 | 2 | 0 | -7 | -35 | -4 | -5
COc1ccc(C(=O)NCc2nnc(SCC(=O)N3CCCC3)o2)cc1 | 4 | 6 | -1 | 4 | 8 | -3 | 11
C[C@H]1CN([C@@H](C)CO)C(=O)c2cccc(NC(=O)c3ccc(-c4nccs4)cc3)c2O[C@@H]1CN(C)S(=O)(=O)c1ccccc1 | -13 | -17 | 0 | 2 | -10 | -1 | -1
Cn1nc(C(=O)N2CCOCC2)c([N+](=O)[O-])c1C(=O)N1CCOCC1 | 4 | -6 | -2 | 3 | nt | 1 | -8
O=C(CSc1nnnn1C1CCCCC1)NNC(=O)c1ccco1 | -3 | -10 | nt | -4 | 17 | 5 | -12
CCOc1ccc(C(=O)Nc2sc3c(c2C(=O)OC)CC(C)(C)NC3(C)C)cc1 | 1 | 7 | -1 | 3 | -9 | -5 | -2
CC(=O)N(C)C[C@@H]1Oc2cc(-c3ccccc3F)ccc2S(=O)(=O)N([C@H](C)CO)C[C@@H]1C | -11 | nt | 0 | -8 | 5 | -1 | 4
C[C@@H]1CCCCO[C@@H](CN(C)C(=O)Nc2cccc3ccccc23)[C@H](C)CN([C@@H](C)CO)C(=O)c2cc(NC(=O)Nc3ccc4c(c3)OCO4)ccc2O1 | -32 | -13 | 0 | 2 | 24 | -2 | -5
COc1ccc(NC(=O)C2(C)CCN2C(=O)c2ccccc2CCc2ccccc2)cc1OC (centres undefined) | 3 | 5 | 0 | 7 | 12 | 0 | nt
O=C(O)c1[nH]c2ccccc2c1C(c1cc(Cl)cc([N+](=O)[O-])c1O)c1c(C(=O)O)[nH]c2ccccc12 | 13 | 29 | 8 | -8 | -5 | 12 | 2
O=S(=O)(N[C@@H]1CC[C@@H](CCn2cc(-c3ccccn3)nn2)O[C@@H]1CO)c1cccc(F)c1 | -6 | 12 | 1 | -3 | -2 | 0 | 94*
Cc1noc(C)c1COc1ccc(C(=O)N2CCN(c3ccccn3)CC2)cc1 | 7 | 5 | 1 | 10 | 0 | -5 | -1
Cc1nnc(SCc2cccc([N+](=O)[O-])c2)s1 | -32 | -19 | -2 | 2 | -13 | 0 | 9

Next part.
SMILES | EWS-Fli inh | PAX8 inh HTS | Casp6 inh | DENV2 CPE | LGR2 antag | SIRT5 inh | ARNT TACC3 PPI
CC(Oc1cccc(Cl)c1)C(=O)NCCCCc1ccccc1 (centres undefined) | 87* | -3 | 3 | 3 | -19 | 2 | -11
COc1ccc(CNC(=O)C[C@H]2C[C@H](C(=O)N3CCOCC3)[C@@]3(C)c4[nH]c5cc(CCC(=O)N(C)C)ccc5c4CCN3C2=O)cc1OC | 2 | -5 | 2 | 0 | 13 | -2 | -8
CCN1CCN(C(=O)c2cc3c(OC)c(OC)c(OC)cc3[nH]2)CC1 | 9 | 23 | -3 | 12 | 5 | 1 | -2
CCOC(=O)C1=C(O)C(=O)N(Cc2cccnc2)C1c1ccc(OC)cc1 (centres undefined) | 1 | 11 | 0 | 6 | 12 | -1 | -2
O=C(NCc1ccccc1Cl)c1ccccc1CCc1ccccc1 | -4 | 1 | -2 | 1 | 5 | -1 | 1
Cc1ccc(SCc2cc(=O)n(C)[nH]2)cc1 | 11 | 17 | 2 | 0 | -14 | 1 | 30
COc1cccc(NC(=O)CN2CCN(C(=O)c3ccco3)CC2)c1 | -3 | 1 | -1 | -6 | 6 | 1 | nt
COc1ccc(CNC(=O)C2CCN(C(=O)c3sccc3-n3cccc3)CC2)cc1 | 1 | 5 | 4 | 4 | -23 | -3 | nt
C[C@@H]1CN([C@H](C)CO)C(=O)c2cc(NC(=O)C3CCCCC3)ccc2O[C@@H]1CN(C)S(=O)(=O)c1cn(C)cn1 | -1 | nt | -2 | -8 | 5 | -3 | -9
CNC(=O)OCc1nc(SSC(C)(C)C)n(C)c1COC(=O)NC | 67* | 20 | 1 | -4 | -5 | nt | -10
CCn1c(SCC(=O)Nc2cccc(NC(C)=O)c2)nnc1-c1ccco1 | -2 | 7 | 4 | ? | -12 | -1 | -2
CCOc1ccc(OCCC(=O)OCC(=O)NNC(=O)c2ccccc2)cc1 | 2 | -2 | 16 | -8 | 2 | -5 | 0
Cc1ccc(Oc2ccc(NS(=O)(=O)c3cccc(C(=O)O)c3)cc2)cc1 | -4 | 9 | 4 | -9 | -18 | 1 | 2
CC(C)(CSc1ccccn1)NS(=O)(=O)c1ccccc1 | nt | 9 | nt | nt | -8 | nt | -23
Cn1c2ccccc2c(=O)c2c(=O)n(Cc3ccco3)c(COc3ccccc3)nc21 | -31 | -20 | 0 | 10 | nt | -8 | 12
CCCNC(=O)N1CC2(C1)CN(Cc1cccc(F)c1)[C@H](CO)c1[nH]c3cc(OC)ccc3c12 | -6 | nt | nt | 3 | -35 | nt | nt
